High-throughput results (PubChem)
CHRM5 PAM = human M5 muscarinic receptor positive allosteric modulators, primary screen, CHO-K1 cells, Fluo-8 calcium fluorescence; AID 624038, 2012; CHO-K1 hM5, ACh EC20 PAM; 0% = ACh EC20, 100% = ACh EC100; 360,000 compounds, 0.3% hits; activation, % at 3 µM; Muscarinic acetylcholine receptor M5 (Homo sapiens), P08912;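 active = activation above the run cutoff, the mean activation of all test compounds plus 3 SD, cut at about 18% in these data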
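System: CHO-K1 cell line with stable human muscarinic M5 receptor expression | Also added: EC20 acetylcholine as agonist stimulus | Compound: One concentration, 3 µM final (nominal) | Timing: Fluo-8 loading 80 min at 37 °C plus 30 min room temperature | Measured by: Fluo-8 calcium dye fluorescence, kinetic read | Read-out basis: % activation, ACh-normalized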
M5 antag = human M5 muscarinic receptor antagonists, primary screen, CHO cells, Fluo-8 calcium fluorescence; AID 624040, 2012; CHO-hM5 cells, ACh EC80; 360,000 compounds, 0.59% hits; Muscarinic acetylcholine receptor M5 (Homo sapiens), P08912; inhibition, % at 3 µM;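 active = inhibition above a per-plate cutoff, the mean of that plate's test compounds plus 3 SD, cut at about 27% in these data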;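 also: 0% = acetylcholine EC80 with DMSO and 100% = DMSO without agonist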
M4 PAM = human M4 muscarinic receptor positive allosteric modulators, primary screen, CHO-K1 cells, Fluo-8 calcium fluorescence; CHO-K1 hM4/Gqi5, ACh EC20; 0% = ACh EC20, 100% = maximal ACh; activation, % at 3 µM; 360,000 compounds, 0.4% hits; AID 624126, 2012;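 active = activation above its plate's cutoff, the mean activation of sample wells plus 3 SD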; also: some results filed as inactive read as strong as hits
CRFBP-R2 agonist = agonists of CRF-BP/CRF-R2 complex, primary screen, cell-based, HEK293, calcium dye fluorescence, uHTS. CRF-binding protein / CRF receptor 2 complex (human). calcium dye fluorescence (FLIPR); percent of saturating CRF peptide response. 350,000 compounds, 0.46% hits. activation, % at 13.2 µM;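 active = activation of at least 50%, plus an integration ratio under a set limit after plate pattern correction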;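 also: plate controls were neutral control wells without compound for no effect and CRF at EC100 for full effect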
M4 antag = human M4 muscarinic receptor antagonists, primary screen, CHO cells, Fluo-8 calcium fluorescence; Muscarinic acetylcholine receptor M4 (Homo sapiens), P08173; CHO-hM4 cells, ACh EC80; inhibition, % at 3 µM; 360,000 compounds, 0.73% hits; AID 624125, 2012;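 active = inhibition above its plate's cutoff, the mean inhibition of sample wells plus 3 SD, cut at about 27% in these data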;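 also: 0% = acetylcholine EC80 with DMSO and 100% = DMSO without agonist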
IDE cell inh = human IDE inhibitors in live cells, primary screen, fluorescence polarization, HEK cells, FAbetaB substrate | 320,000 compounds, 0.41% hits | FAbetaB cleavage | AID 434962, 2010 | Insulin-degrading enzyme (Homo sapiens), P14735 | inhibition, % at 5.59 µM;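 active = percent inhibition above the average of all tested compounds plus 3 SD, set per screening campaign, cut at about 16% in these data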;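 also: IDE supplied by intact live HEK cells; FP after avidin binding of uncleaved biotin substrate so inhibition keeps polarization high; 0% = DMSO wells and 100% = 60 µM reference IDE inhibitor Ii1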
Target sequence (P14735 whole entry, looked up): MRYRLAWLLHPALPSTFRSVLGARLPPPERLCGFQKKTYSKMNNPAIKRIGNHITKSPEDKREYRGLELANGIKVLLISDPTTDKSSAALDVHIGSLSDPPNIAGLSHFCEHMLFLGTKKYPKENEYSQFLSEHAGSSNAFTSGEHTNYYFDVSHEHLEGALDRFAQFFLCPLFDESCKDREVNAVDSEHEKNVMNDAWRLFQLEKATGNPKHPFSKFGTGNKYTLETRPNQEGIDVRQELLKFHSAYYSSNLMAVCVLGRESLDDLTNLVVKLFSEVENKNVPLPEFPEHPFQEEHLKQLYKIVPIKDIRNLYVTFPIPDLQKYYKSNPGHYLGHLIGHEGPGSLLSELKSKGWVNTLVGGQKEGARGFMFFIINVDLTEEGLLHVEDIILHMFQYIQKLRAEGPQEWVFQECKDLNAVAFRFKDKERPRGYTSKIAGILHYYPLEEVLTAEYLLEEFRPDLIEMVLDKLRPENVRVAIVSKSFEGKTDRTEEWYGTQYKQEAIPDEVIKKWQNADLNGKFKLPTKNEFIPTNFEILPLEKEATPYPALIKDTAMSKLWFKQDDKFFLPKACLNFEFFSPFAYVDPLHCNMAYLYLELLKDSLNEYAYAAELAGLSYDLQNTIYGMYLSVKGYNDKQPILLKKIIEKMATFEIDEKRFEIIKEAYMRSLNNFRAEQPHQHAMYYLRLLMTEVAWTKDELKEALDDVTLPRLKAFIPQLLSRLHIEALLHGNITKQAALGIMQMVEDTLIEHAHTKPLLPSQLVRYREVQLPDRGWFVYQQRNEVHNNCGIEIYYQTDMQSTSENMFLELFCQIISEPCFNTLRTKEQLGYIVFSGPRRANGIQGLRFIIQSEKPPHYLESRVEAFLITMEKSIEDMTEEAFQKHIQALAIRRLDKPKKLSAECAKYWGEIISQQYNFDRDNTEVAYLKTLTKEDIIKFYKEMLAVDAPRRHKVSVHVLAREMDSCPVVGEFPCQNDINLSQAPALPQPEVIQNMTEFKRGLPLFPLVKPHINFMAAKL
CHRM5 agonist = human M5 muscarinic receptor agonists, primary screen, CHO-K1 cells, Fluo-8 calcium fluorescence | Muscarinic acetylcholine receptor M5 (Homo sapiens), P08912 | CHO-K1 hM5 cells; 0% DMSO wells, 100% maximal acetylcholine response | activation, % at 3 µM | 360,000 compounds, 0.19% hits | AID 624037, 2012;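 active = activation above the run's mean over test compounds plus 3 SD, cut at about 23% in these data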;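 also: signal is peak over basal fluorescence ratio across the kinetic read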
CRFBP-R2 block = antagonists of CRF-BP/CRF-R2 complex, primary screen, cell-based, HEK293, calcium dye fluorescence, uHTS; AID 588475, 2011; inhibition, % at 11.8 µM; CRF-induced calcium fluorescence; 350,000 compounds, 0.59% hits;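 active = inhibition of the ligand-induced calcium signal above about 50% at the single tested concentration, limit read from the data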
M4 ag = human M4 muscarinic receptor agonists, primary screen, CHO-K1 cells, Fluo-8 calcium fluorescence; 360,000 compounds, 0.14% hits; CHO-K1 hM4/Gqi5; vehicle 0%, full acetylcholine response 100%; Muscarinic acetylcholine receptor M4 (Homo sapiens), P08173; activation, % at 3 µM;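 active = activation above the run mean over all test wells plus 3 SD, cut at about 32% in these data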;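 also: peak over basal fluorescence ratio per well then scaled between controls; 0% = DMSO wells and 100% = acetylcholine at EC100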
Active calls of the source: *; · = not tested or not shown.

Order of results: CHRM5 PAM	M5 antag	M4 PAM	CRFBP-R2 agonist	M4 antag	IDE cell inh	CHRM5 agonist	CRFBP-R2 block	M4 ag
> CCOc1cc(N2CCOCC2)c(OCC)cc1NC(=O)c1ccc(OC(C)C)cc1
→ 1	10	-8	-3.1	-3	2	4	19	1
> Ic1ccc(N2CCN(Cc3c[nH]c4ncccc34)CC2)cc1
→ -3	2	-7	2.9	0	11	4	-34	9
> COc1ccc2nc(Nc3ccccc3)sc2c1
→ -4	5	6	-2.5	-3	7	-3	-11	2
> COCCCNC(=O)C1CC(=O)N(CCc2ccccc2)C1 (configuration not stated)
→ -3	6	-1	-1.4	2	2	-2	14	0
> CN(CC1COc2ccccc2O1)C(=S)Nc1ccccc1F (configuration not stated)
→ 2	-1	9	-2.2	-4	-2	-1	25	1
> COC(=O)C1C2C=CC3(CN(c4cccc(Cl)c4)C(=O)C13)O2 (configuration not stated)
→ 2	0	6	-1.8	0	4	1	19	1
> O=[N+]([O-])c1ccccc1N/N=C/c1cc2ccccc2nc1Cl
→ -6	7	-3	-1.2	2	1	2	4	0
> CCCCN1C(=O)C(=O)NC[C@@H]1C(C)CC (some centres not stated)
→ 7	13	-1	-1.3	-2	2	-2	8	0
> CCCS(=O)(=O)c1c(S(=O)(=O)CCC)c2c(C(N)=O)cccn2c1C(=O)c1ccc(F)cc1
→ -4	10	1	3.9	-11	5	-4	-6	1
> N#Cc1cccc(CN2CCC(=O)N([C@H](CO)Cc3ccccc3)CC2)c1
→ 2	9	10	0.4	5	1	2	-8	2
> CN(C)C(=O)C(Sc1ccc(S(=O)(=O)N2CCCC2)cn1)c1ccccc1 (configuration not stated)
→ -6	4	-3	-2.1	1	1	3	-3	4
> Cc1cc(N)n(-c2ccc(S(N)(=O)=O)cc2[N+](=O)[O-])n1
→ 2	8	2	-0.3	-4	3	-3	1	1
> CC(C)(C)NC(=O)C(=O)NCCC1=CCCCC1
→ -5	4	2	-0.3	-8	-6	-1	-14	1
> O=C(NCc1nc2ccccc2[nH]1)C1=C[C@H](c2ccccc2)C[C@H](OCCCCO)O1
→ 10	-2	2	-4.5	-16	-2	4	1	4
> O=C(Nc1c(F)cc(F)cc1Br)C1CCCO1 (configuration not stated)
→ -5	8	2	-0.1	0	1	-2	2	1
> Cc1cc(Cl)c(S(=O)(=O)Nc2ccc(Cl)cn2)cc1OCC(N)=O
→ -6	3	0	-2.3	3	5	-1	13	1
> COc1cc(NC(=S)Nc2cccnc2)cc(OC)c1
→ 1	-1	2	-1.4	2	-4	-2	-6	0
> CC(=O)Nc1ccc(S(=O)(=O)NCC(=O)OCC(=O)Nc2sccc2C(N)=O)cc1
→ -3	4	8	1.8	-9	-3	-4	4	0
> COc1ccc(O)c(CN2CCCC(C(=O)Nc3cccc(-n4cccn4)c3)C2)c1 (configuration not stated)
→ -3	4	-18	0.2	23	·	-2	-1	6
> COc1ccc(OCC(=O)N(C)CC2COc3ccccc3O2)cc1 (configuration not stated)
→ -13	5	3	-0.7	-10	-2	4	12	1
> CCCCNC(=O)CC1S/C(=N/N=C/c2ccc(OC)cc2)NC1=O (configuration not stated)
→ 4	5	0	-0.9	-5	-3	2	-10	0
> COc1cc(C(=O)NC(=S)Nc2ccc3ccccc3c2)cc(OC)c1OC
→ -1	6	0	-0.1	-8	·	-1	2	1
> CCN(C(=O)COC(=O)c1oc2ccc(OC)cc2c1C)C1CCCCC1
→ -7	4	-1	2.1	-17	1	-3	0	2
> c1ccc(Cn2ccnc2-c2ccco2)cc1
→ -15	-8	4	-0.4	-6	4	-2	11	4
> Cn1cnnc1SCc1ccccc1
→ 4	-7	7	1.7	-8	1	-4	-28	1
> CCOc1ccc(CN(C)C(=O)CNC(=O)c2ccccc2)cc1
→ -3	7	-2	-1.7	-8	-2	-2	-22	1
> CC(=O)Nc1cccc(N=NN2CCCCC2)c1
→ -2	16	4	-0.4	-5	-1	-1	-10	0
> CCCNC(=S)Nc1ccc(Br)cc1
→ -4	6	7	1.4	-4	0	-3	25	5
> CCOc1ccc(C(=O)Nc2ccc(N3CCN(S(C)(=O)=O)CC3)cc2)cc1[N+](=O)[O-]
→ 0	-14	0	-0.9	-12	6	-2	8	2
> CN(C(=O)c1cccc(NC(=O)Cc2ccccc2)c1)c1ccccc1
→ -2	4	-5	-2.0	9	1	3	-11	2
> CC1CCCCC12NC(=O)N(CC(=O)NC(=O)Nc1ccc3c(c1)OCCO3)C2=O (configuration not stated)
→ -1	-5	11	-0.3	0	-2	-6	-23	1
> Cc1ccccc1NC(=S)N(Cc1cccnc1)Cc1ccccc1Cl
→ 4	0	-4	-5.3	-14	-1	-3	4	4
> O=S(=O)(c1ccc(NC(=S)N/N=C/c2ccc(O)c(O)c2)cc1)N1CCOCC1
→ 5	2	2	1.3	1	-4	2	-15	1
> CC(C)(C)c1ccc(C(=O)NC2CCS(=O)(=O)C2)cc1 (configuration not stated)
→ -2	7	2	0.1	-8	4	-3	-9	1
> COc1cccc(N(C(=O)CNC(=O)c2ccco2)C(C(=O)NC2CCCCC2)c2ccncc2)c1 (configuration not stated)
→ 2	7	1	-1.8	8	3	-6	4	-1
> CC[C@]12c3[nH]c4ccc(OC)cc4c3CCN1C(=O)C(CC(=O)NCCCN(C)C)C[C@@H]2C(=O)N1CCN(C(=O)C2CC2)CC1 (some centres not stated)
→ 3	-3	1	-0.5	-5	·	0	1	0
> CCCCCn1c(=O)[nH]c2cc(C(=O)NCc3ccco3)ccc2c1=O
→ -4	4	-2	-0.4	14	1	1	12	0
> COCCCn1c(SC(C)C(=O)Nc2c(C)n(C)n(-c3ccccc3)c2=O)n[nH]c1=O (configuration not stated)
→ 3	0	7	0.1	-5	·	4	-2	1
> O=C1C(c2ccccc2)CN1Cc1ccccc1 (configuration not stated)
→ -4	4	1	·	-6	·	-2	·	0
> COc1ccc(NC(=O)c2ccc3c(c2)OCO3)cc1[N+](=O)[O-]
→ -13	12	-7	-1.9	-6	4	-1	-34	18

Among those listed so far, 4 contain a nitro group on carbon:
Order of results: CHRM5 PAM	M5 antag	M4 PAM	CRFBP-R2 agonist	M4 antag	IDE cell inh	CHRM5 agonist	CRFBP-R2 block	M4 ag
> O=[N+]([O-])c1ccccc1N/N=C/c1cc2ccccc2nc1Cl
→ -6	7	-3	-1.2	2	1	2	4	0
> Cc1cc(N)n(-c2ccc(S(N)(=O)=O)cc2[N+](=O)[O-])n1
→ 2	8	2	-0.3	-4	3	-3	1	1
> CCOc1ccc(C(=O)Nc2ccc(N3CCN(S(C)(=O)=O)CC3)cc2)cc1[N+](=O)[O-]
→ 0	-14	0	-0.9	-12	6	-2	8	2
> COc1ccc(NC(=O)c2ccc3c(c2)OCO3)cc1[N+](=O)[O-]
→ -13	12	-7	-1.9	-6	4	-1	-34	18

The listing continues:
smiles | CHRM5 PAM | M5 antag | M4 PAM | CRFBP-R2 agonist | M4 antag | IDE cell inh | CHRM5 agonist | CRFBP-R2 block | M4 ag
C=CCOc1ccc(/C=C/C(=O)OCC(=O)NCCc2ccccc2)cc1 | -16 | 11 | 9 | 0.9 | -8 | 0 | 0 | 2 | 12
CCc1ccc(C#CC2=CC(=O)CC(C)(C)C2)cc1 | 0 | 2 | 2 | 5.4 | -11 | · | 0 | -1 | -2
C/C=C/c1ccc(OCCCNC(C)CC)c(OC)c1 (configuration not stated) | 4 | -5 | -1 | -0.9 | 1 | 4 | -8 | 14 | 0
Cc1cc(C)c(C#N)c(SCC(=O)c2cc(C)n(CCc3ccccc3)c2C)n1 | -18 | 13 | -6 | 1.8 | 15 | 2 | -5 | -22 | 7
CCOCCCNC(=S)NCCNc1nc2ccc(C)cc2cc1C#N | -1 | 1 | 3 | -0.2 | -8 | -1 | -2 | 3 | 0
CCN(C(=O)COC(=O)c1c(-c2ccccc2)noc1C)c1c(N)n(Cc2ccccc2)c(=O)[nH]c1=O | 0 | 0 | 2 | 0.1 | -11 | -1 | -3 | -20 | 2
COc1cc2c(cc1OC)CN(C(=O)c1ccc(OC)c(S(=O)(=O)N3CCCC3)c1)CC2 | 6 | 2 | 9 | -1.4 | -3 | · | 0 | -3 | 0
COc1ccc(/C=N/Nc2nncc3ccccc23)cc1 | 6 | 7 | 5 | -1.8 | -1 | 5 | -1 | -26 | 1
COc1cc(NC(=S)NCCc2c[nH]c3ccccc23)c(OC)cc1Cl | -7 | -3 | -13 | -1.9 | 7 | 3 | -3 | 20 | 13
Cc1c(-c2n[nH]c(=S)n2-c2ccc(Br)cc2)nnn1-c1ccc(Cl)cc1 | 11 | -10 | 4 | 2.1 | -4 | · | -7 | 47 | 2
COCc1cc(=O)oc2cc(NC(=O)c3ccc(C(C)(C)C)cc3)ccc12 | 3 | -11 | 8 | 0.5 | -8 | 3 | -4 | -2 | 0
CS(=O)(=O)c1ccc(Cl)c(C(=O)OCC(=O)NC2CCCCCCC2)c1 | 2 | -8 | -3 | -0.4 | -8 | 1 | 2 | 4 | 4
CCCn1c(SCC(=O)NCCc2ccc(Cl)cc2Cl)n[nH]c1=O | -4 | 0 | 7 | -5.8 | -15 | -2 | 0 | -13 | -1
Cc1ccccc1NC(=O)COC(=O)c1ccc2c(c1)OCCO2 | 3 | 2 | -3 | -0.8 | 6 | · | 2 | -9 | 2
CCN(C(=O)COC(=O)C(C)(C)Oc1ccc(Cl)cc1)c1c(N)n(Cc2ccccc2)c(=O)[nH]c1=O | 6 | 2 | 2 | 2.5 | 3 | · | -2 | -6 | 1
O=C1CCCc2c1cc(C(=O)Nc1ccc(Br)cn1)c(=O)n2-c1ccccc1 | 0 | 4 | -2 | 4.4 | -1 | 2 | -4 | -5 | 1
CCC(C)Cn1cnc2c(SCc3ccccc3F)nc(N)nc21 (configuration not stated) | -6 | 1 | 6 | -4.0 | -11 | · | -2 | 3 | 3
Cc1ccc(-c2nn(C)c(=O)c3ccccc23)cc1CN1CCOCC1 | -5 | -5 | -3 | -0.2 | 1 | -2 | -5 | -3 | 1

Not a hit list. Share with any hit: about 2.9%.
